Screening results from PubChem BioAssay.
DT40 TDP1 no CPT = qHTS for Inhibitors of human tyrosyl-DNA phosphodiesterase 1 (TDP1): qHTS in cells in absence of CPT | DT40 Tdp1-/- hTDP1 cells, no CPT, ATP luminescence, 48 h | Potency, µM (series often up to 46.2 µM), without a hit: at the top dose activity change, negative = growth inhibition, hits mostly inhibitors | actives 15% (n = 420,000); further: nearly all actives have a fitted effect of over 55% in size
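Luminescent ATP content (CellTiter-Glo) served as the growth readout. Knockout chicken DT40 cells expressing human TDP1 were exposed to compounds without camptothecin for a minimum 48 hr at 37 °C.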
TDP1 block = blocks human tyrosyl-DNA phosphodiesterase 1 | Q9NUW8 | recombinant TDP1, AlphaScreen DNA substrate cleavage | Potency, µM (doses to about 130 µM), without a hit: at the top dose activity change, negative = inhibition, most hits filed as inhibitors | actives 0.28% (n = 350,000) | AID 485290; further: nearly all actives have a fitted effect of over 40% in size
Target sequence (Q9NUW8 whole entry, looked up): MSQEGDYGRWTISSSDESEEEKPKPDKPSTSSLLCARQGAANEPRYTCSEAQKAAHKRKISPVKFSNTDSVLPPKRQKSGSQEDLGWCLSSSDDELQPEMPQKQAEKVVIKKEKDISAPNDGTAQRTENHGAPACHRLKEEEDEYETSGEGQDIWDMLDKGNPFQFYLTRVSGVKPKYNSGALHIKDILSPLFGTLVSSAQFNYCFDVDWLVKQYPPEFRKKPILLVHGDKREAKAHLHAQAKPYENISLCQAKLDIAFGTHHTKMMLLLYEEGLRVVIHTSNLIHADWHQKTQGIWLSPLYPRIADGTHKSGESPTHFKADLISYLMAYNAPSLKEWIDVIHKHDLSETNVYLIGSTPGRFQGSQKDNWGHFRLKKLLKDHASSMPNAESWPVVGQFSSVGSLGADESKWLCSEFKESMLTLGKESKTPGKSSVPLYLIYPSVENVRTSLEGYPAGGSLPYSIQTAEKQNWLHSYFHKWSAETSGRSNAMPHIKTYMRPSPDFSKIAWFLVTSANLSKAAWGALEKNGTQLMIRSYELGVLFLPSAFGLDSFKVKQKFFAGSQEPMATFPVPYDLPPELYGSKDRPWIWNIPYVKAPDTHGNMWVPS
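Recombinant human Tdp1 (E. coli-expressed, 1 nM final) preincubated with compounds 15 min at room temperature, then 5'-biotin/3'-phosphotyrosine-FITC DNA substrate (15 nM final) added for 5 min. AlphaScreen beads (10 ug/ml final) added 10 min; cleavage lowers signal.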
N370S GC mod = N370S glucocerebrosidase modulation, Gaucher chaperone candidate. P04062. N370S GC spleen homogenate, 4MU-glucoside fluorescence. Potency, µM (top dose mostly 59.4 µM), inactives show at the top dose activity change, negative = inhibition, usual class: inhibitors. actives 0.092% (n = 330,000);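 further: 0% = full enzyme activity and -100% = no enzyme basal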
Active calls of the source: *; ? = inconclusive; · = no result given; & = joins results of further samples; [ ] = dose if it differs, or a comment. The call rests on the fitted dose curve; in most records, active means well fitted curve in the direction sought with a large enough effect; inconclusive means small, poorly fitted or top-dose-only effect, or another doubt; inactive means no such curve, though single readings can be large; an effect the other way counts as inactive or inconclusive. Unless noted, on the % scale 0 is the no-effect control and ±100 the full control effect; potency means the concentration at half of the fitted maximal effect. This is a subset; the hit share may differ from the screen's.

SMILES	DT40 TDP1 no CPT	TDP1 block	N370S GC mod
CCN1CCN(CCCNC(=O)c2ccc(NC(=O)C3=CSCCO3)cc2)CC1	2%	0%	2%
CCOc1cc(/C=N\n2nnnc2N)ccc1O	-9%	·	-20%
c1ccc(-c2nnc(CSc3nc4ccccc4[nH]3)o2)cc1	-24%	6%	26%
O=C(Cn1ncc2c3ccccc3n(Cc3cccc(Cl)c3)c2c1=O)N1CCCCC1	12µM*	8%	·
Cc1ccc(NC(=O)Nc2ccccc2C(=O)NCc2ccccc2)cc1	?	5%	7%
Cc1ccc(NC(=O)c2oc3ccc(S(=O)(=O)N4CCOCC4)cc3c2C)c(C)c1	?	3%&5%	-14%
COc1ccccc1CNc1nc2nc(C)cc(=O)n2[nH]1	-3%	-8%	6%
Cc1ccc(OCC(=O)N2CCCCC2C)c([N+](=O)[O-])n1 (stereo not given)	13%	-2%	·
O=C(Cc1nc2ccccc2s1)c1ccc(O)cc1O	·	6%	-2%
CCOc1ccc2nc(NCCNC(=O)c3cc(OC)c(OC)c(OC)c3)c(C#N)cc2c1	?	·	-3%
Nc1c(C(=O)CSc2nnc(COc3ccc(Cl)cc3)o2)c(=O)[nH]c(=O)n1C1CC1	-28%	0%	·
COc1ccc(-c2cnc3nc(/N=C/N(C)C)nn3c2/N=C/N(C)C)cc1	?	0%	0%
Brc1ccc(CN2CCN(c3ccccc3)CC2)o1	-2%	·	-2%
O=C(CN1C(=O)CCS(=O)(=O)c2ccccc21)Nc1ccccc1F	1%	2%	29%
CCCCCc1cc(=O)oc2c(C(CCN3CCN(c4ccccc4)CC3)c3ccc4c(c3)OCO4)c(OC)cc(OC)c12 (stereo not given)	16µM*	7%	-14%
CCCCCCSc1ccc([C@H]2N[C@@](Cc3ccccc3)(C(=O)OC)[C@H]3C(=O)N(C)C(=O)[C@@H]23)cc1OC	?	·	0%
CCC(=O)N1CCc2cc(Br)cc(S(=O)(=O)N3CCCC(C(=O)N(C)c4ccc(Br)cc4)C3)c21 (stereo not given)	?	4%	·
COCCNC(=O)CSc1nc2cc(OC)c(OC)cc2c(=O)n1Cc1ccc(OC)cc1	-4%	3%	23%
CC(=O)Nc1cccc(NC(=O)c2c(-c3ccccc3Cl)noc2C)c1	?	4%	1%
c1ccc2c(c1)nc(CN1CCOCC1)n1c3ccccc3nc21	16µM*	7%	-2%
COc1ccccc1N(CC(O)CN1CCOCC1)S(=O)(=O)c1ccccc1 (stereo not given)	1%	5%	-9%
Cc1cc2cc(CNC(=O)c3cccs3)ccc2n1C	?	-3%	6%
Cn1nnc2c(NCc3ccccc3)ncnc21	-6%	8%	·
Cc1cc2cc(C)c3nnc(SCC(=O)NCc4ccco4)n3c2cc1C	?	3%	3%
COc1ccc(N(CC(=O)Nc2ccccc2Cl)S(=O)(=O)c2ccc(C)cc2)cc1OC	-13%	·	1%

A draw from above in order of length of the SMILES, largest number first:
SMILES	DT40 TDP1 no CPT	TDP1 block	N370S GC mod
CCCCCCSc1ccc([C@H]2N[C@@](Cc3ccccc3)(C(=O)OC)[C@H]3C(=O)N(C)C(=O)[C@@H]23)cc1OC	?	·	0%
CCC(=O)N1CCc2cc(Br)cc(S(=O)(=O)N3CCCC(C(=O)N(C)c4ccc(Br)cc4)C3)c21 (stereo not given)	?	4%	·
CCOc1ccc2nc(NCCNC(=O)c3cc(OC)c(OC)c(OC)c3)c(C#N)cc2c1	?	·	-3%
COCCNC(=O)CSc1nc2cc(OC)c(OC)cc2c(=O)n1Cc1ccc(OC)cc1	-4%	3%	23%
O=C(Cn1ncc2c3ccccc3n(Cc3cccc(Cl)c3)c2c1=O)N1CCCCC1	12µM*	8%	·
COc1ccc(-c2cnc3nc(/N=C/N(C)C)nn3c2/N=C/N(C)C)cc1	?	0%	0%
CCN1CCN(CCCNC(=O)c2ccc(NC(=O)C3=CSCCO3)cc2)CC1	2%	0%	2%
CC(=O)Nc1cccc(NC(=O)c2c(-c3ccccc3Cl)noc2C)c1	?	4%	1%
O=C(CN1C(=O)CCS(=O)(=O)c2ccccc21)Nc1ccccc1F	1%	2%	29%
Cc1cc2cc(C)c3nnc(SCC(=O)NCc4ccco4)n3c2cc1C	?	3%	3%
Cc1ccc(OCC(=O)N2CCCCC2C)c([N+](=O)[O-])n1 (stereo not given)	13%	-2%	·
c1ccc2c(c1)nc(CN1CCOCC1)n1c3ccccc3nc21	16µM*	7%	-2%
O=C(Cc1nc2ccccc2s1)c1ccc(O)cc1O	·	6%	-2%
CCOc1cc(/C=N\n2nnnc2N)ccc1O	-9%	·	-20%
Cn1nnc2c(NCc3ccccc3)ncnc21	-6%	8%	·

Other records follow.
SMILES	DT40 TDP1 no CPT	TDP1 block	N370S GC mod
COc1cc(NC(=O)c2nccnc2N)cc(C(=O)Nc2cccc(C(F)(F)F)c2)c1	?	0%	6%
CCC(=O)Oc1cccc(C(=O)Nc2cccc(NC(=O)c3ccco3)c2)c1	-16%	·	-6%
O=c1[nH]c(SCc2ccc(Cl)cc2)nc2ccsc12	?	-15%	2%
Cc1ccc(C(=O)N2CC(=O)Nc3ccc(F)cc3C2c2ccccc2)cc1 (stereo not given)	-25%	·	-2%
CCOC(=O)c1sc2ccccc2c1S(=O)(=O)NCc1ccccc1OC	?	-2%	·
CC1CN(C(=O)C2CC(=O)N(c3ccc(Cl)cc3)C2)CC(C)O1 (stereo not given)	-9%	·	-13%
C/C(=N\Nc1nc2ccc(Cl)cc2o1)c1ccccc1	?	2%	4%
COc1ccc(NC(=O)CN(C)C(=O)C2CC(=O)N(Cc3ccc(C)cc3)C2)cc1 (stereo not given)	0%	-1%	-8%
CCN(CC)c1cc(C)c2cc(NC(=O)CNC(C)=O)ccc2n1	-12%	4%	29%
CCOc1ccc(CNC(=O)NS(=O)(=O)c2ccc(OC)cc2)cc1	-13%	4%	-4%
CCCCn1nc(NC(=O)c2cccc(Cl)c2)c2cc3ccccc3nc21	?	-1%	·
O=C(O)C1CSC(c2ccccc2)N1C(=O)c1ccco1 (stereo not given)	1%	2%	-6%
Cn1nnnc1SCC(=O)Nc1ccc2c(c1)OCO2	4%	4%	-2%
Cc1ccc(CN2CCN(C3CCN(C(=O)OC(C)(C)C)CC3)C(=O)C2=O)cc1	-6%	6%	·
COc1cc([N+](=O)[O-])c(OC)cc1SCc1n[nH]c(=S)n1-c1ccc(C)cc1	-6%	·	-8%
Cc1ccc(OCc2nnc(SCc3nc4ccccc4[nH]3)n2Cc2ccco2)cc1	18µM*	4%	14%
O=C1C=C(NCc2ccncc2)CC(c2ccccc2)C1 (stereo not given)	-15%	-1%	-6%
CCCNC(=O)c1ccccc1NC(=O)CN(c1ccccc1)S(=O)(=O)N(C)C	-23%	·	22%
Cn1c(=O)c2sccc2n(Cc2cccc(Br)c2)c1=O	?	·	1%
CN(C)C(=O)CSc1nnc(Cc2ccccc2)n1Cc1ccco1	-5%	3%	2%
COc1ccccc1C1CCN(C(=O)c2ccc(Cl)cc2)CC1	-15%	·	0%
COc1cc(/C=C(/NC(=O)c2ccc(Cl)cc2Cl)C(=O)O)cc(OC)c1OC	-4%	8%	-6%
COc1ncc2nc(-c3cccs3)c(=O)n(Cc3cccs3)c2n1	9%	·	14%
Cc1ccc(N/N=C2/CCCNC2=O)cc1	-4%	5%	-1%
Cn1c(SCC(=O)c2ccc3c(c2)OCCO3)nnc1C(F)(F)F	-7%	-1%	14%
Next records follow:
SMILES	DT40 TDP1 no CPT	TDP1 block	N370S GC mod
Cc1ccc(C(C(=O)NC2CCCC2)N(Cc2cccs2)C(=O)CNC(=O)c2cccs2)o1 (stereo not given)	?	5%	10%
COc1cc(C(C(=O)NCC2CCCO2)N(C(=O)Cn2nnc3ccccc32)c2ccc(OC)c(OC)c2)ccc1O (stereo not given)	-15%	16%	-3%
O=C(c1cnn2ccccc12)N1CCN(C2CCCCC2)CC1	-4%	3%	1%
Cc1cc(C)cc(NC(=O)CCCn2c(=O)c3cccn3c3ccccc32)c1	-13%	6%	·
Cn1c(N)c(C(=O)COC(=O)C2CCCN2C(=O)c2cccs2)c(=O)n(C)c1=O (stereo not given)	-23%	7%	12%
O=C(O)c1cc(-c2ccc(N3CCOCC3)cc2)nn1-c1ccc(F)cc1	3%	3%	-2%
CC(=O)OCCCNc1cc(Sc2ccc(C)cc2)c2nonc2c1[N+](=O)[O-]	3.3µM*	6%	-9%
Cc1nnc(N/N=C/c2cccc(C(F)(F)F)c2)n1N	-5%	·	0%
CN(Cc1ccco1)c1ncncc1-c1cccc(NS(C)(=O)=O)c1	-18%	·	-3%
Cc1ccc(NC(=O)CSc2nnc(C)n3c2cc2sccc23)c(C)c1	-17%	5%	·
c1ccc(COC[C@@H]2CO2)cc1	·	12%	8%
O=C(CSc1nncs1)NCc1ccc2c(c1)OCO2	-19%	1%	-13%
COc1ccc(-c2csc(N(CC3CCCO3)C(=O)c3ccccc3)n2)cc1 (stereo not given)	?	-11%	12%
CC(C)=NNc1nc2c(c(=O)n(C)c(=O)n2C)n1CCc1ccccc1	-29%	8%	-17%
O=C(CCC(=O)N1CCN(c2ccccn2)CC1)Nc1nnc(C(F)(F)F)s1	-13%	·	-2%
CN1CCN(C2=Cc3ccccc3Sc3cc(F)ccc32)CC1	22µM*	10%[56.1 µM]	-27%
Cc1cccc(C(=O)NCC(=O)NCC2COc3ccccc3O2)c1 (stereo not given)	-2%	1%	-5%
CCN1CCCC1=O	1%	10%&0%	-3%
O=C1c2[nH]nc(-c3ccccc3O)c2C(c2cccc(O)c2)N1Cc1ccncc1 (stereo not given)	-12%	0%	·
CCOc1ccccc1NC(=O)CC(c1ccc(F)cc1)N1Cc2ccccc2C1=O (stereo not given)	16µM*	0%	·
CN1c2ccccc2C(C)(C)C12CC(CCl)=NO2 (stereo not given)	21µM*	9%	0%
Cc1cc(=O)oc2c3c(cc(OCC(=O)NC(Cc4ccc(Cl)cc4)C(=O)O)c12)OC(C)(C)CC3 (stereo not given)	3%	·	?
CO/N=C/CC(=O)c1ccc(OC)cc1	-9%	0%	2%
COc1ccc(C(Nc2ccc(S(=O)(=O)NCC3CCCO3)cc2)C(=O)NC(C)(C)C)cc1OC (stereo not given)	6%	6%	5%
CC(=O)c1ccc(NC(=S)NCc2ccc(Cl)cc2Cl)cc1	23µM*	0%	4%

3 structures from above, sorted by length of the SMILES, low to high:
SMILES	DT40 TDP1 no CPT	TDP1 block	N370S GC mod
CCN1CCCC1=O	1%	10%&0%	-3%
O=C(CCC(=O)N1CCN(c2ccccn2)CC1)Nc1nnc(C(F)(F)F)s1	-13%	·	-2%
COc1cc(C(C(=O)NCC2CCCO2)N(C(=O)Cn2nnc3ccccc32)c2ccc(OC)c(OC)c2)ccc1O (stereo not given)	-15%	16%	-3%

(continued)
SMILES	DT40 TDP1 no CPT	TDP1 block	N370S GC mod
Cc1ccc2c(c1)sc1nc(-c3cc4ccccc4oc3=O)cn12	1%	-5%[12.3 µM]	·
Cn1nc(-c2ccccc2)c(CSc2ccccc2Cl)c1Cl	10µM*	2%	9%
O=C(CSc1nc2[nH]ncc2c(=O)[nH]1)Nc1ccc(OC(F)(F)F)cc1	-30%	·	-4%
CCCN(CC(=O)Nc1ccc(C(C)=O)cc1)CC(=O)Nc1ccccc1C	?	-3%	23%
C/C(CC(=O)N(C(C)C)C(C)C)=N\NC(=O)COc1ccc(Cl)cc1Cl	?	0%	1%
Cc1csc(NC(=O)CSc2ncnc3ccccc23)n1	?	1%	-3%
CC1CCN(C(=O)CCCC(=O)N2CCC(C)CC2)CC1	7%	3%	-15%
COc1ccc(CCn2c(C)cc3c(c2=O)C(c2ccc4c(c2)OCO4)C(C#N)=C(N)O3)cc1OC (stereo not given)	21µM*	4%	11%
Cc1ccc(-n2nc3c(c2NC(=O)c2ccc4c(c2)OCO4)CS(=O)(=O)C3)cc1	5%	1%	5%
O=C(NNC(=S)NC(=O)c1cccs1)c1cccnc1	?	-2%	-14%
Cc1ccccc1CSc1nc2ccccc2c(=O)[nH]1	?	3%	-1%
Cc1ccc(C2C(C#N)=C(N)SC(N)=C2C#N)o1	·	?	0%
CCOC(=O)c1nnc(-c2cccs2)nc1Oc1ccccc1C(=O)OC	-28%	1%	-2%
CCOC(=O)c1c(C)c(-c2ccccc2)n(CC(=O)NCc2cccc(OC)c2)c1C	?	5%	·
CC(NC(=O)C12CC3CC(CC(O)(C3)C1)C2)c1ccccc1 (stereo not given)	-16%	·	3%
COCCn1c(SCC(=O)Nc2cccnc2Cl)nc2ccccc21	-27%	-1%	·
Cc1ccc(NC(=O)C2Cc3ccccc3CN2C(=O)c2ccccc2)cc1Cl (stereo not given)	?	5%	17%
Cc1ccc(C(O)CSc2nnc(-c3ccc4ccccc4c3)n2C)cc1 (stereo not given)	?	3%	10%
CC(C)(C)OC(=O)C[C@H]1C/C=C\C[C@H](CC(=O)N(CCO)Cc2ccccc2)C(=O)N[C@@H](c2ccccc2)COC1=O	?	0%	·
